# Bcl-B displacement – displacers of TR3 peptide from Bcl-B, primary screen, selectivity assay for Bfl-1 inhibitor project, biochemical, fluorescence polarization | FP displacement of FITC-TR3 peptide from Bcl-B; higher % means a stronger effect | one-dose displacement, % at 20 µM; IC50 in µM for titrated hits | 96,000 compounds, 0.11% hits | AID 748;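 active means displacement above 50% at 20 µM plus a fluorescence interference ratio under 1.5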;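 further: plate controls were wells without compound for no effect and wells lacking Bcl-B protein for full effect; a part of the inactive calls stands beside numbers as strong as those of hits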
# NFkB transloc inh – blocks IL-1B driven NFkB nuclear translocation in HUVEC cells | HUVEC IL-1B NFkB p65 nuclear translocation imaging | inhibition, % at 2 µM | 94,000 compounds, 0.43% hits;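 active means inhibition above about 30% together with a positive call from visual inspection of the well image, limit read from the data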;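 further: nuclear over cytoplasmic p65 intensity ratio measured by imaging; 0% = IL-1B stimulated DMSO wells and 100% = unstimulated DMSO wells; values of inactives mirror those of a sister screen read the other way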
# IL1B NFkB pot – enhances IL-1B driven NFkB nuclear translocation. activation, % at 2 µM. 94,000 compounds, 0.3% hits. HUVEC IL-1B NFkB p65 nuclear translocation imaging;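 active means activation above 40%, about the mean plus 3 SD, also judged a hit on visual image review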;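 further: percent activation is computed from the nuclear over cytoplasmic p65 intensity ratio; values of inactives mirror those of a sister screen read the other way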
# PLAP inhibition – inhibition of human placental alkaline phosphatase – biochemical, luminescence, HTS (AID 690) | purified PLAP, luminescent substrate; higher % means a stronger effect | one-dose inhibition, % at 20 µM; IC50 in µM for titrated hits | 96,000 compounds, 0.08% hits; in the data active means a potency from the dose series; inactive means the rest, 99 in 100 with inhibition below about 30%; further: strong numbers were not always called active
# MRP resist rev – MRP-mediated drug resistance reversal; 85,000 compounds, 0.04% hits; AID 602; differential viability (reversal), % at 10 µM; H69AR cells + 2 uM doxorubicin, CellTiter-Glo, 72 h;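 active means viability drop by adding the cancer drug above about 55%, with treated viability meeting a 40% cutoff, limit read from the data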;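 further: viability without doxorubicin minus viability with 2 µM doxorubicin for each compound; larger differential means the compound sensitizes cells more to doxorubicin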
# MRP resist rev cytotoxicity – also measured in MRP resist rev; calls as there; viability, %; H69AR cells, CellTiter-Glo, 72 h; measured here: cytotoxicity without doxorubicin
# MRP resist rev with doxorubicin – second read-out of MRP resist rev, no call of its own (marks repeat the call); viability, %; measured here: viability with 2 uM doxorubicin; hits give low values
# NFkB transloc inh cell count 2 µM – further read-out of NFkB transloc inh, marked with its call; cell count; measured here: cells passing quality filter;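 raw number of nuclei counted in each imaged well without normalization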
# IL1B NFkB pot cell count 2 µM – second read-out of IL1B NFkB pot, no call of its own (marks repeat the call); cell count; measured here: cells passing quality filter
# * hit, by the source's call; nt = not tested or not shown. An excerpt, so the mix of outcomes need not match the whole.
SMILES,Bcl-B displacement,NFkB transloc inh,NFkB transloc inh cell count 2 µM,IL1B NFkB pot,IL1B NFkB pot cell count 2 µM,PLAP inhibition,MRP resist rev,MRP resist rev cytotoxicity,MRP resist rev with doxorubicin
CCOCCCNC(=O)Cn1cc2c(n1)CCCC2,4%,nt,nt,nt,nt,-1%,nt,nt,nt
O=C(CSCc1c(Cl)cccc1Cl)NCC1CCCO1 (stereo not given),-163%,0,150,0,150,-19%,-6,78,84
COc1cccc(CNc2ncc(Br)cc2Br)c1O,15%,nt,nt,nt,nt,-13%,0,103,103
COC(=O)c1cc(Br)ccc1NC(=O)Nc1ccc(C)cc1,nt,7,143,-7,143,nt,nt,nt,nt
CC(C)NS(=O)(=O)c1cccc2nsnc12,-10%,-1,172,1,172,-18%,10,103,93
Cc1cc(C)n(C(=O)CCC(=O)Nc2ccc(C)c(C)c2)n1,8%,10,120,-10,120,3%,nt,nt,nt
CC1(C)CC(n2c(NCCO)nc3c(c2=O)C2(CCCC2)Cc2ccccc2-3)CCO1 (stereo not given),1%,nt,nt,nt,nt,-51%,-10,57,67
CC(=O)c1c(C)[nH]c(C(=O)NCc2ccccc2)c1C,-3%,12,179,-12,179,12%,9,93,83
Cc1ccc(C)c(NC2=CC(=O)CC(C)(C)C2)c1C#N,0%,4,121,-4,121,0%,13,97,84
CCOC(=O)CN1C(=O)C(Sc2n[nH]c(-c3ccccc3)n2)CCc2ccccc21 (stereo not given),-7%,1,175,-1,175,-101%,nt,nt,nt
CN1C(=O)CC(N2CCN(c3ccc(Cl)c(Cl)c3)CC2)C1=O (stereo not given),3%,6,131,-6,131,-38%,-8,98,106
Cc1ccc(-c2cc(C(=O)NCc3ccc4c(c3)OCO4)no2)cc1,-1%,9,96,-9,96,18%,-9,96,106
CC(=O)c1ccc(C#CC(C)(C)O)s1,6%,-6,137,7,137,-9%,1,103,102
Fc1ccccc1OCCCCSc1ncccn1,7%,-3,148,3,148,-1%,7,95,88
C=CCn1c(C)cc(C(=O)CSc2nc3ccccc3o2)c1C,12%,-15,138,15,138,-13%,15,95,80
O=C(Nc1cccnc1)c1ccc(F)cc1,nt,-5,114,5,114,nt,-9,90,99
Cc1onc(-c2ccccc2)c1C(=O)Nc1nnc(-c2ccncc2)s1,-8%,8,169,-7,169,6%,0,80,80
Cn1c(=O)c2ncn(CC(=O)NCCOc3ccc(C(C)(C)C)cc3)c2n(C)c1=O,-4%,-12,110,12,110,-11%,-4,78,83
COCC(C)NS(=O)(=O)c1ccc(OC)cc1 (stereo not given),12%,4,109,-4,109,-1%,0,95,96
COc1ccc(-n2c(-c3ccccc3)cc3c2CCCC3=O)cc1,-6%,4,124,-4,124,-37%,nt,nt,nt
CCCOC(=O)C1C2C=CC3(CN(c4ccc(Cl)c(F)c4)C(=O)C13)O2 (stereo not given),0%,nt,nt,nt,nt,9%,8,104,96
CCn1c(COc2ccccc2C)nnc1SCC(=O)N1CCC(C)CC1,3%,-10,165,10,165,-50%,1,89,88
Cc1cc(N(C)Cc2ccccc2)nc(-c2ccccc2)n1,-6%,-5,56,5,56,16%,-41,24,65
CC12CCC(C(=O)N(c3ccccn3)c3ccccn3)(OC1=O)C2(C)C (stereo not given),5%,nt,nt,nt,nt,-5%,-6,87,93
Cc1ccccc1Oc1ncnc2sccc12,0%,-5,153,5,153,19%,nt,nt,nt
Cc1cccc(C)c1NC(=O)N1CCN(C2CCCCC2)CC1,nt,2,132,-3,132,nt,-7,92,98
Cc1cc(=O)c2ccc3ccccc3c2[nH]1,-1%,-9,80,9,80,8%,10,76,66
CC(C)C(NC(=O)c1ccccc1)C(=O)NCc1ccccn1 (stereo not given),-2%,2,91,-2,91,6%,15,111,96
CC(=O)Nc1ccc(C(=O)CS(=O)(=O)c2ccc(C)cc2)cc1,-4%,2,103,-2,103,12%,17,86,70
COc1ccc(N(CC(=O)Nc2ccc3c(c2)OCO3)S(=O)(=O)c2c(C)nn(C)c2C)cc1,4%,-5,59,5,59,-39%,6,87,81
CCOC(=O)N1CCC(NC(=O)c2cnn3cccnc23)CC1,-3%,7,148,-7,148,23%,17,102,85
COc1cc(NC(=O)c2ccc(Br)o2)c(C(=O)O)cc1OC,5%,nt,nt,nt,nt,-16%,-4,83,87
Cc1nn(C(=O)c2ccco2)c(C)c1Sc1ccc([N+](=O)[O-])cc1,-4%,nt,nt,nt,nt,-17%,nt,nt,nt
O=C(O)c1ccc(CSc2nnnn2C2CCCCC2)cc1,2%,-29,122,29,122,-33%,3,86,83
Cc1cc(C)nc(SCC(=O)NC2=NC(=O)C(C)S2)n1 (stereo not given),-1%,-19,19,19,19,-16%,9,104,95
Clc1ccc(-c2ccc(/C=N/Nc3cc(N4CCOCC4)nc(N4CCOCC4)n3)o2)cc1,nt,11,118,-11,118,nt,-30,30,59
Cc1ccc(NC(=S)NNC(=O)c2ccco2)cc1,1%,1,127,-1,127,-79%,nt,nt,nt
Cn1c(C2CCCN2C(=O)OC(C)(C)C)n[nH]c1=S (stereo not given),1%,-14,125,14,125,-4%,1,2,1
O=C(Nc1cccnc1)c1ccccc1-c1nc(-c2ccccc2F)no1,19%,-3,190,3,190,20%,6,92,87
CCOC(=O)C1CCN(c2cc(=O)n(-c3ccccc3Cl)c(=O)[nH]2)CC1,nt,-2,110,2,110,nt,-6,78,84
O=C(NCc1ccc2c(c1)OCO2)c1cnc2n(c1=O)CCS2,2%,-9,77,9,77,0%,2,88,85
Cc1ccc(NC(=O)N2CCC(C(=O)Nc3ccc(C)cc3C)CC2)cc1,nt,-29,148,29,148,nt,15,105,90
COc1ccccc1C1=NOC(Cn2c(=O)c3c(ncn3C)n(C)c2=O)C1 (stereo not given),-10%,3,115,-3,115,-9%,9,84,75
COc1ccc(C2CC(=O)N3CN(c4ccc(C)c(Cl)c4)CSC3=C2C#N)cc1 (stereo not given),-38%,-8,139,8,139,-14%,1,93,92
COc1ccc(N(C)S(=O)(=O)c2cccc(C(=O)NCC3CCCO3)c2)cc1 (stereo not given),1%,13,180,-13,180,-65%,nt,nt,nt
CCOC(=O)c1sc(NS(=O)(=O)c2ccccc2)nc1C,-4%,-2,162,1,162,5%,19,101,82
Cn1c(C(=O)N2CCN(C(=O)c3ccco3)CC2)cc2c(=O)n3ccccc3nc21,14%,4,105,-4,105,-80%,-5,83,88
CCOC(=O)C(C)n1cnc2c(cnn2-c2ccc(Cl)cc2)c1=O (stereo not given),-2%,-18,180,18,180,1%,-3,86,89
CC(C(=O)N1CCOCC1)N1C(=O)c2ccccc2C1=O (stereo not given),-4%,4,70,-4,70,-14%,3,106,103
O=C1CC(C(=O)Nc2nccs2)C(c2ccccc2)O1 (stereo not given),3%,nt,nt,nt,nt,4%,-23,89,112

# (next part)
SMILES,Bcl-B displacement,NFkB transloc inh,NFkB transloc inh cell count 2 µM,IL1B NFkB pot,IL1B NFkB pot cell count 2 µM,PLAP inhibition,MRP resist rev,MRP resist rev cytotoxicity,MRP resist rev with doxorubicin
Cc1nnc(SCCC(=O)Nc2nc(-c3ccccc3)ns2)s1,-16%,-5,112,5,112,60%,-20,62,81
COc1ccc(NC(=O)CC2C(=O)N(c3cccc(C)c3)C(=O)N2C2CCCCC2)cc1 (stereo not given),-10%,3,160,-3,160,-74%,14,108,94
COc1ccc(C2=NOC3(CC(=O)N(c4ccc(C)cc4)C3=O)C2)cc1 (stereo not given),18%,-5,136,5,136,-18%,-2,98,101
COCCSc1nnc(NC(=O)CSc2ccccc2)s1,-4%,nt,nt,nt,nt,3%,9,98,89
CCCNc1c(F)c(F)c2c(C)c3ccccc3nc2c1F,126%,7,154,-7,154,-20%,nt,nt,nt
CC(=O)N/C(=N/c1nc(C)cc(C)n1)Nc1ccc(NC(C)=O)cc1,12%,9,108,-9,108,-2%,-12,88,100
CCOC(=O)C1CCN(C(c2cc3ccc(C)c(C)c3[nH]c2=O)c2nnnn2C2CCCCC2)CC1 (stereo not given),-155%,-9,81,9,81,-63%,7,82,74
CC(SCc1cn2cc(Cl)ccc2n1)C(=O)O (stereo not given),-2%,-10,179,10,179,2%,22,106,84
Cc1c(NC(=O)c2noc(C(C)C)c2[N+](=O)[O-])c(=O)n(-c2ccccc2)n1C,10%,-19,173,19,173,7%,-4,98,103
COc1ccccc1C(c1nnnn1C(C)(C)C)N1CCN(Cc2ccccc2)CC1 (stereo not given),nt,3,120,-3,120,nt,9,85,76
O=C(NC1CCN(C(=O)N2CCOCC2)CC1)c1ccccc1,2%,-17,107,17,107,-6%,nt,nt,nt
COc1ccccc1N1CCSC1C(N)=O (stereo not given),16%,11,102,-11,102,8%,14,99,85
N#Cc1ccc(NC(=O)C2CC(c3ccc(F)cc3)=NO2)cc1 (stereo not given),3%,-6,73,6,73,2%,-3,96,99
COC(=O)c1c(NS(=O)(=O)c2cccs2)sc2c1CCCC2,-8%,8,121,-8,121,24%,-7,96,103
Cc1c(NC(C)c2cc(Cl)ccc2O)c(=O)n(-c2ccccc2)n1C (stereo not given),2%,-1,127,1,127,-94%,3,72,69
CCOC(=O)/C(=C\Nc1ccc(OC(F)(F)F)cc1)Sc1ncc(C(F)(F)F)cc1Cl,5%,-14,172,-3,55,5%,17,98,81
Cc1ccc(Cn2nnc3c(=O)n(CC(=O)N4CCCc5ccccc54)cnc32)cc1,nt,-15,148,15,148,nt,35,98,64
COc1ccc(CN2CCN(S(=O)(=O)c3ccc(F)cc3)CC2)c(OC)c1OC,1%,nt,nt,nt,nt,-26%,23,90,68
CC(C)C1Nc2ccc(S(N)(=O)=O)cc2C2C=CCC21 (stereo not given),26%,-15,145,15,145,-25%,2,83,81
COc1ccc(C(c2sc3nc(C)nn3c2O)N2CCC(O)CC2)cc1OC (stereo not given),-2%,nt,nt,nt,nt,9%,10,103,93
Cc1ccc(-n2nnnc2SCC(=O)Nc2cccc(NC(=O)c3ccco3)c2)cc1C,-21%,-1,92,1,92,16%,5,91,87
COc1ccc(-n2c(C)cc(=O)c3c2CC(C)(C)CC3=O)cc1,0%,-4,76,4,76,2%,-1,93,94
Cn1c(C(=O)N2CCN(C(=O)c3ccco3)CC2)cc2c(=O)n(C)c3ccccc3c21,0%,15,163,-15,163,-47%,-18,63,81
COC(=O)Cn1c(CN(Cc2ccccc2)Cc2ccccc2)nc2c1c(=O)[nH]c(=O)n2C,2%,-26,172,26,172,-37%,-15,66,81
CCOC(=O)C1CCCN(S(=O)(=O)c2ccc(C)cc2)C1 (stereo not given),nt,-3,120,3,120,nt,-12,93,105
CCOC(=O)Cc1csc(-n2sc3ccccc3c2=O)n1,-99%,-3,140,3,140,-27%,nt,nt,nt
